Screening results as filed in PubChem BioAssay.
PfHsp40 rescue: rescue of yeast from PfHsp40 toxicity, primary screen, S. cerevisiae, ATP luminescence; S. cerevisiae expressing PfHsp40, growth rescue; growth rescue, % at 12.5 µM; 0.68% of 340,000 active; AID 504582, 2011; in the data active means growth rescue above about 28%, passing the limit was not always enough;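 further: yeast W303a lacking pdr1 and pdr3 grown in galactose medium; growth measured after three days at 30 °C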
Mtb UGM inh: M. tuberculosis UGM enzyme inhibitors, primary screen, biochemical, fluorescence polarization, single point. UDP-galactopyranose mutase (Mycobacterium tuberculosis (strain ATCC 25618 / H37Rv)), …. 0.06% of 320,000 active. inhibition, % at 10 µM. purified UGM, fluorescence polarization probe displacement. AID 504406, 2011; in the data active means inhibition above about 10%, passing the limit was not always enough
Target sequence (P9WIQ1 whole entry, looked up): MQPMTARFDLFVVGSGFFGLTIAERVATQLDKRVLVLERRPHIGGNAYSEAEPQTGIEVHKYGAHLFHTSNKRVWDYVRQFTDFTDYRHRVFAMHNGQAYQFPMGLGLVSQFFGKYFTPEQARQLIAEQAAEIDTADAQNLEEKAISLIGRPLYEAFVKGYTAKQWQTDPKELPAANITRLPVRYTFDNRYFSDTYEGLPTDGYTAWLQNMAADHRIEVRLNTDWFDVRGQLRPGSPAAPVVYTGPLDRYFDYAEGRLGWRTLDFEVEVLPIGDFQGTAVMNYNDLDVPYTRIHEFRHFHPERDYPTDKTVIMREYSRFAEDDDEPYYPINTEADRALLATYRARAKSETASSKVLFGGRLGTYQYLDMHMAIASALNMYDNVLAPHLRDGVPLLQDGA
TcdB inh: TcdB glycohydrolase inhibitors, primary screen, biochemical, single point, plate reader; TcdB glycohydrolase enzymatic assay; Toxin B (Clostridioides difficile), P18177; 0.24% of 350,000 active; inhibition, % at 9.99 µM; in the data active means inhibition above about 10%
BioA inh: M. tuberculosis BioA enzyme inhibitors, primary screen, biochemical, plate reader, single point, HTS | 7,8-diaminopelargonic acid synthase BioA (Mycobacterium tuberculosis) | purified M. tuberculosis BioA enzyme | inhibition, % at 9.99 µM | 0.096% of 360,000 active; in the data active means inhibition above about 40%
Y pestis TopoI: Yersinia pestis topoisomerase I inhibitors, primary screen, biochemical, cleavage product accumulation, plate reader, single point. AID 504884, 2011. Y. pestis Topo-I cleavage product accumulation. DNA topoisomerase I (Yersinia pestis CO92). 0.064% of 360,000 active. activity, % at 10 µM; in the data active means activity above about 50%, passing the limit was not always enough; further: inactives centre near 2
FadD28 binding: inhibitors of FadD28 bisubstrate probe binding, primary screen, biochemical, fluorescence polarization, single point. Mycobacterium tuberculosis FadD28 fatty-acid-AMP ligase. inhibition, % at 12.5 µM. 0.22% of 360,000 active. AID 588549, 2011; in the data active means inhibition above about 8.5%, passing the limit was not always enough
Vc quorum ag: inducers of Vibrio cholerae quorum light production without autoinducers, primary screen, BH1578 luxS cqsA deficient, single point. 0.16% of 350,000 active. activation, % at 18.7 µM. V. cholerae BH1578 lux reporter, luminescence, 6 h. AID 588436, 2011; in the data active means activation mostly above about 9.7%, no sharp cut-off; further: not every result past the cut was called active; inactives centre near 0; reference of the scale not given here
FBA Mtb inh: Mtb FBA enzyme inhibitors, primary screen, biochemical, fluorescence, strain H37Rv; Fructose-bisphosphate aldolase (Mycobacterium tuberculosis (strain ATCC 25618 / H37Rv)), …; purified M. tuberculosis FBA, fluorescence read-out; inhibition, % at 1 µM; 2.3% of 360,000 active; AID 588726, 2011; in the data active means inhibition above about 27%;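 further: 0% = vehicle and 100% = reference inhibitor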
Target sequence (P9WQA3 whole entry, looked up): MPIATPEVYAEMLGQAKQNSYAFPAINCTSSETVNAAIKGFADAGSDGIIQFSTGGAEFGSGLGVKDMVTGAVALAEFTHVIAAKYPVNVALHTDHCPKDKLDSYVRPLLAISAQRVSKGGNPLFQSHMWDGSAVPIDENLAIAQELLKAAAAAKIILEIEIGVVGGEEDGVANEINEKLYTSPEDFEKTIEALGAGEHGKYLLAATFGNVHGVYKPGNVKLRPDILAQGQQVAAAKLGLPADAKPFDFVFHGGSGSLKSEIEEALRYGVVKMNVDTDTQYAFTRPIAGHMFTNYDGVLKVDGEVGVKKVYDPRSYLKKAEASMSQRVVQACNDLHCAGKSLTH
GDH-TPI counter: GDH-TPI coupling enzyme inhibitors, primary screen, artefact control for M. tuberculosis FBA inhibitor project, biochemical, absorbance, full deck; inhibition, % at 4.8 µM; 1.2% of 360,000 active; GDH-TPI coupled enzyme counterscreen, NADH absorbance; in the data active means inhibition above about 30%;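 further: 0% = DMSO wells and 100% = wells lacking the enzyme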
An asterisk follows results filed as active; i = inactive; nt = not tested or not shown.

no.	SMILES	FBA Mtb inh	GDH-TPI counter	BioA inh	Vc quorum ag	PfHsp40 rescue	TcdB inh	FadD28 binding	Mtb UGM inh	Y pestis TopoI
1	O=C(NCc1ccccc1Cl)C1CCCN1C(=O)Nc1ccccc1 (stereo unspecified)	-2	7	-1.0	i	-0.8	-0.8	-0.1	-1.7	1
2	C=CCn1c(Cc2cccs2)nnc1SCC(=O)Nc1ccc(C(=O)OCC)cc1	2	-5	-0.2	-0.4	7.0	nt	-1.1	3.4	8
3	CC(/C=N/NC(=O)CSc1nnc(SCc2ccccc2)s1)=C\c1ccco1	-2	14	nt	-0.3	6.9	nt	-3.5	-1.6	38
4	Cc1cccc(C(=O)OCC(=O)N2CCCCCC2)c1O	2	14	-0.3	i	-1.7	1.9	-2.7	-2.8	3
5	CC1CCN(CC(=O)Nc2ccccc2C#N)CC1	3	9	-3.1	-0.9	-1.3	nt	1.7	0.2	-6
6	COc1ccc(CNC(=O)c2cnc3cc(C)ccn3c2=O)cc1	5	7	-3.8	0.9	-1.0	-0.3	-0.5	2.9	5
7	COc1ccc(NS(=O)(=O)c2ccc(NC(=S)NC(=O)c3ccc(F)cc3)cc2)nn1	-1	-1	0.1	-0.6	-0.2	nt	-2.8	2.3	-1
8	COc1ccc(OC)c(NC2c3ccccc3C(=O)N2Cc2ccc3c(c2)OCO3)c1 (stereo unspecified)	2	-9	-0.3	-0.4	1.8	1.2	2.4	0.8	5
9	CNC(=O)C1CC(=O)N(c2ccc(OCC(=O)Nc3ccc(OC)cc3)cc2)C1 (stereo unspecified)	2	-4	0.3	-2.3	-0.6	0.8	1.4	-1.4	0
10	COc1ccc(Br)c(-c2nc(CS(=O)(=O)c3ccc(F)cc3)no2)c1	1	4	nt	-0.3	-0.2	2.1	-0.1	0.8	-11
11	CCN(CC)C(=O)c1cccc(-c2csc(C(NC(C)=O)c3ccc(F)c(F)c3)n2)c1 (stereo unspecified)	2	-2	0.6	i	nt	0.3	-1.7	nt	10
12	CCn1c(Cn2nnc(-c3ccccc3)n2)nnc1SCC(=O)Nc1cccc(C(C)=O)c1	0	-3	0.6	-2.0	2.7	0.5	-3.5	0.3	1
13	O=C(COC(=O)c1ccccc1C(=O)c1ccccc1)NCCc1ccc(Cl)cc1Cl	1	7	-2.7	-0.6	0.0	3.0	-1.3	-0.6	24
14	CN(C(=O)COC(=O)C12CC3CC(CC(Cl)(C3)C1)C2)C1(C#N)CCCCC1	0	5	0.2	i	0.6	2.2	-1.5	0.6	22
15	O=C(Nc1ccccc1N1CCOCC1)c1ccc(S(=O)(=O)NCc2ccco2)cc1	-1	0	nt	i	-0.4	1.9	-4.7	-3.2	-1

Copied from the list.
Entry for entry 7 in Mtb UGM inh: 2.3
Entry for entry 4 in FadD28 binding: -2.7

The listing picks up, starting three compounds before the break.
no.	SMILES	FBA Mtb inh	GDH-TPI counter	BioA inh	Vc quorum ag	PfHsp40 rescue	TcdB inh	FadD28 binding	Mtb UGM inh	Y pestis TopoI
13	O=C(COC(=O)c1ccccc1C(=O)c1ccccc1)NCCc1ccc(Cl)cc1Cl	1	7	-2.7	-0.6	0.0	3.0	-1.3	-0.6	24
14	CN(C(=O)COC(=O)C12CC3CC(CC(Cl)(C3)C1)C2)C1(C#N)CCCCC1	0	5	0.2	i	0.6	2.2	-1.5	0.6	22
15	O=C(Nc1ccccc1N1CCOCC1)c1ccc(S(=O)(=O)NCc2ccco2)cc1	-1	0	nt	i	-0.4	1.9	-4.7	-3.2	-1
16	COC(=O)c1c(NC(=O)CN2C(=O)NC3(CCC(C(C)(C)C)CC3)C2=O)sc2c1CCCCC2 (stereo unspecified)	-1	1	nt	-0.4	1.8	-4.4	2.5	-1.4	15
17	Cc1cc(NC(=O)CSc2ncc(CO)n2Cc2ccc(F)cc2)no1	1	-7	0.7	i	1.6	1.9	-3.4	1.0	-7
18	COc1ccc(C2C(C(=O)Nc3cccnc3)=C(C)Nc3nc(-c4ccco4)nn32)cc1 (stereo unspecified)	2	8	0.8	-0.2	-0.9	-2.1	-3.8	0.6	-9
19	Cc1ccc(NC(=O)CN(C)C(=O)c2ccc(S(=O)(=O)N(C)c3ccccc3)cc2)cc1	1	-2	nt	-1.6	1.3	1.4	-2.0	2.7	-1
20	c1ccc(N2CCN(c3cnccn3)CC2)nc1	4	11	-0.7	-0.6	8.9	nt	-2.6	1.4	1
21	COc1ccc(CNC(=O)[C@H](C)N2C(=O)N3CCc4c([nH]c5ccccc45)[C@@]3(C)C2=O)cc1OC	1	10	-0.3	-0.6	1.0	-0.5	-0.6	-0.1	31
22	COc1ccc(OC)c(N=Cc2c(O)n(Cc3ccccc3)c(=S)[nH]c2=O)c1	0	2	-1.6	-0.3	0.0	-2.4	-2.2	1.4	2
23	CCN(CCNC(=O)C1CC(=O)N(CCc2ccccc2)C1)c1ccccc1 (stereo unspecified)	0	-1	1.0	nt	0.2	nt	0.2	-1.0	26
24	CCN1CCN(C(C(=O)NC2CCCCC2)c2cc3ccccc3o2)CC1 (stereo unspecified)	-1	nt	0.2	nt	nt	0.9	0.7	nt	nt
25	COC(=O)c1cc(Oc2ccc(S(=O)(=O)N3CCOCC3)cc2[N+](=O)[O-])cc(C(=O)OC)c1	4	-6	-3.3	-1.3	0.3	2.3	0.3	3.4	3
26	O=C(c1cc(-c2cccs2)nc2ccccc12)N1CCN(c2ccccc2O)CC1	10	0	nt	1.6	18	1.0	-4.6	-3.9	18
27	CC(C)CNC(=S)N1CCN(c2nc3ccccc3s2)CC1	0	-4	nt	-0.3	-1.3	-0.3	0.1	-0.4	11
28	COc1ccccc1C(=O)n1nc(-c2ccco2)nc1SC	1	-2	nt	-0.3	1.5	-0.1	-0.2	-1.7	3
29	CC1(N(O)/C=C2\C=CC=CC2=O)CCCCC1=O (stereo unspecified)	3	19	nt	0.3	-1.6	-0.2	0.6	2.5	-8
30	COc1cc(Cn2nnc3ccccc32)ccc1O	1	-3	0.6	0.3	1.2	18*	-3.5	-1.6	-17
31	COc1ccc(NC(=O)c2ccco2)cc1NC(=O)c1cccs1	2	1	2.1	-0.6	0.0	nt	-1.0	2.5	3
32	Cc1cccc(C2CC(c3ccccc3)Nc3ncnn32)c1 (stereo unspecified)	-1	5	9.5	i	0.3	1.1	-1.3	-3.1	-1
33	O=C(O)CC(CC(=O)Nc1ccc(F)c(Cl)c1)c1ccc(Cl)cc1Cl (stereo unspecified)	-1	-14	2.3	-0.2	0.6	3.7	-3.9	2.0	4
34	O=C(NCc1ccccc1)C1CCCN1S(=O)(=O)c1ccc(Cl)cc1 (stereo unspecified)	-1	-6	0.6	-0.5	-0.6	-1.0	-0.9	0.6	6
35	CCC[n+]1c2ccccc2cc2ccccc21	26	-3	2.0	i	2.5	-0.1	-0.8	0.6	1
36	Nc1n[nH]c(N)c1N=Nc1ccc(Cl)cc1	-5	20	2.7	i	-0.2	-1.6	-4.2	1.3	-17
37	CCOC(=O)C1CCN(S(=O)(=O)c2ccc(C)c(C(=O)NC3CCCCC3)c2)CC1	4	-5	0.0	i	-0.2	0.0	-1.3	-10	-2
38	Nc1nc(-n2cnnc2)nn1-c1ccccc1	0	6	-0.1	i	-1.1	nt	-0.1	-1.7	4
39	OCC1CCCN(Cc2ccc(-c3ccccc3)cc2)C1 (stereo unspecified)	0	14	-1.6	-0.1	2.0	nt	0.6	0.8	1
40	Cc1cc(=O)oc2c(C)c(OCC(=O)NCCCn3ccnc3)ccc12	18	12	-0.6	-12	0.3	0.7	-0.1	-1.0	-4
41	COc1ccc(C(=O)Cn2cnc3ccccc3c2=O)cc1	0	-8	-0.6	-0.1	3.5	1.0	-1.4	-0.8	2
42	Brc1cccc(OCCn2ccnc2)c1	4	-7	0.5	4.8	0.0	nt	-0.5	0.6	-1
43	COc1cccc(/C=C2\SC(=S)N(CCCC(=O)N3CCCC3)C2=O)c1	0	23	1.4	i	-0.9	0.7	-1.0	-0.2	23
44	CC/C(=N/NC(=O)c1ccc2c(c1)OCO2)c1ccccc1O	1	6	1.1	i	-0.4	-0.1	-1.8	2.7	-2
45	CNC(=O)COC(=O)Cc1ccc(Cl)cc1	-1	2	-1.2	-0.2	-1.6	-1.2	0.7	-1.5	-2

Ordered by length of the SMILES (high to low): part of the list above
no.	SMILES	FBA Mtb inh	GDH-TPI counter	BioA inh	Vc quorum ag	PfHsp40 rescue	TcdB inh	FadD28 binding	Mtb UGM inh	Y pestis TopoI
33	O=C(O)CC(CC(=O)Nc1ccc(F)c(Cl)c1)c1ccc(Cl)cc1Cl (stereo unspecified)	-1	-14	2.3	-0.2	0.6	3.7	-3.9	2.0	4
32	Cc1cccc(C2CC(c3ccccc3)Nc3ncnn32)c1 (stereo unspecified)	-1	5	9.5	i	0.3	1.1	-1.3	-3.1	-1
36	Nc1n[nH]c(N)c1N=Nc1ccc(Cl)cc1	-5	20	2.7	i	-0.2	-1.6	-4.2	1.3	-17
45	CNC(=O)COC(=O)Cc1ccc(Cl)cc1	-1	2	-1.2	-0.2	-1.6	-1.2	0.7	-1.5	-2
35	CCC[n+]1c2ccccc2cc2ccccc21	26	-3	2.0	i	2.5	-0.1	-0.8	0.6	1

Further records
no.	SMILES	FBA Mtb inh	GDH-TPI counter	BioA inh	Vc quorum ag	PfHsp40 rescue	TcdB inh	FadD28 binding	Mtb UGM inh	Y pestis TopoI
46	COc1ccc(CN2CCN(C(=O)Cc3ccccc3)CC2)cc1Br	-1	-1	3.4	-0.1	0.0	-0.7	-3.3	-0.1	25
47	CCN(C(=O)C(=O)c1c[nH]c2ccccc12)c1ccccc1	2	12	-1.6	i	-0.2	0.7	-1.2	1.7	0
48	CCn1ccnc1CN(C)C(=O)c1ccc2nc(Cc3ccc(OC)cc3)oc2c1	-2	0	-0.4	-0.6	-1.0	-1.8	-0.4	-1.5	2
49	CCOC(=O)c1c(C(=O)OCC)c(C)n(CCc2ccccc2)c1C	-3	4	-0.5	i	2.1	nt	-5.2	0.0	30
50	N#Cc1cc[n+](CC(=O)c2ccc(NC(=O)c3ccccc3)cc2)cc1	2	22	-1.1	-8.5	-0.8	-0.5	-1.8	-0.8	-9
51	CC(=O)OC1N=C(c2ccccc2Cl)c2cc(Br)ccc2NC1=O (stereo unspecified)	0	-6	nt	-0.6	0.3	3.6	-7.9	1.6	0
52	Cc1cc(C)c(C(=O)COC(=O)c2c(C)noc2C)cc1C	1	0	0.3	i	-0.4	0.6	-1.6	-2.9	20
53	O=C1OC(/C=C/c2ccccc2)=NC/1=C\c1cccnc1	-1	9	nt	i	-0.3	nt	-0.7	1.0	-2
54	COCCCn1cnc2c(c1=O)c1nc3ccccc3nc1n2CCc1ccccc1	19	20	-0.1	-0.3	0.7	nt	0.9	nt	13
55	O=C1CSc2ccc(C(=O)N3CCN(c4ccccn4)CC3)cc2N1	0	1	13	i	4.9	nt	-0.1	-2.2	7
56	COc1cccc(CC(=O)Nc2cc(S(=O)(=O)N3CCCCC3)ccc2C)c1	-1	10	0.7	i	-1.1	1.9	-3.1	1.1	9

Part of the list above, as labelled records:
48: CCn1ccnc1CN(C)C(=O)c1ccc2nc(Cc3ccc(OC)cc3)oc2c1
  FBA Mtb inh = -2 | GDH-TPI counter = 0 | BioA inh = -0.4 | Vc quorum ag = -0.6 | PfHsp40 rescue = -1.0 | TcdB inh = -1.8 | FadD28 binding = -0.4 | Mtb UGM inh = -1.5 | Y pestis TopoI = 2

52: Cc1cc(C)c(C(=O)COC(=O)c2c(C)noc2C)cc1C
  FBA Mtb inh = 1 | GDH-TPI counter = 0 | BioA inh = 0.3 | Vc quorum ag = i | PfHsp40 rescue = -0.4 | TcdB inh = 0.6 | FadD28 binding = -1.6 | Mtb UGM inh = -2.9 | Y pestis TopoI = 20
